From PubChem BioAssay
p53 reactivator – re-activators of mutant p53 | H1299 p53-A138V BP100-luciferase reporter, luminescence, 24 h | Potency, µM (titrated, usually from 92.2 µM), inactives show at the highest dose activity change, positive = activation, hits mostly activators | actives 0.063% (n = 320,000); note: % of control where 0% means no effect; nearly all actives have a fitted effect of over 45% in size
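p53-null H1299 cells stably carrying temperature-sensitive p53-A138V and a BP100-luciferase reporter were pinned with compounds (4-point, 1:5 series) and held 24 hrs at 37 deg C. Luminescence was read 10 min after detection reagent.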
uPA generation – blocks generation of uPA at the cell surface. cell surface uPA generation assay, qHTS. Potency, µM (highest dose often 38.3 µM), without a hit: top-dose activity change, negative = inhibition, usual class: inhibitors. actives 0.31% (n = 330,000); active = well fitted inhibition curve with a large enough effect; inconclusive = small, poorly fitted or top-dose-only effect; inactive = no such curve, though single readings can be large or run the other way; tested in mouse RAW 264.7 cells; note: % is set by controls: 0 for no effect and ±100 for the full control effect; nearly all actives have a fitted effect of over 55% in size
ELG1 genotoxic – inducers of genotoxicity in HEK293T ELG1-luciferase cells. HEK293T ELG1-luciferase reporter, luminescence, 16 h. Potency, µM (top dose mostly 46 µM), without a hit: top-dose activity change, positive = activation, usual class: activators. actives 1.3% (n = 330,000). AID 504466; note: % of control where 0% means no effect; nearly all actives have a fitted effect of over 60% in size
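ELG1-luciferase HEK293T cells, 2,000/well; compound pinned in; 16 hr, 37 °C, 5% CO2; ONE-Glo, 30 min RT; luminescence on CCD imager.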
CXXC DNA block – inhibitors of human MLL CXXC domain-DNA interaction; Q03164; MLL-CXXC / FITC-HOXA9 DNA fluorescence polarization; Potency, µM (titrated, usually from 115 µM), for inactives: top-dose activity change, negative = inhibition, most hits filed as inhibitors; actives 0.037% (n = 290,000); active = well fitted inhibition curve with a large enough effect in the polarisation, with a control signal flat, not every such curve was filed as active; inconclusive = small, poorly fitted or top-dose-only effect, or effect the other way, or a change in a side signal; inactive = no such curve, though single readings can be large or run the other way; the % refers to the polarisation
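Fluorescence polarization: 7 uM MLL-CXXC (stock) preincubated 5 min with compounds, then 50 nM fluorescein-HOX-A9 DNA (stock) added; 30 min ambient. Buffer 50 mM Tris-HCl pH 7.5, 50 mM NaCl, 1 mM DTT, 0.05% BSA.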
RORgamma inh – ROR gamma (mouse) transcription inhibition | actives 5.4% (n = 310,000) | AID 2551 | P51450 | Drosophila S2 Gal4-RORgamma UAS-luciferase reporter, 20 h | Potency, µM (doses to about 53.6 µM), inactives show top-dose activity change, negative = inhibition, hits mostly inhibitors; note: % is set by controls: 0 for no effect and ±100 for the full control effect; nearly all actives have a fitted effect of over 60% in size
Target sequence (P51450 whole entry, looked up, the tested form may be a part): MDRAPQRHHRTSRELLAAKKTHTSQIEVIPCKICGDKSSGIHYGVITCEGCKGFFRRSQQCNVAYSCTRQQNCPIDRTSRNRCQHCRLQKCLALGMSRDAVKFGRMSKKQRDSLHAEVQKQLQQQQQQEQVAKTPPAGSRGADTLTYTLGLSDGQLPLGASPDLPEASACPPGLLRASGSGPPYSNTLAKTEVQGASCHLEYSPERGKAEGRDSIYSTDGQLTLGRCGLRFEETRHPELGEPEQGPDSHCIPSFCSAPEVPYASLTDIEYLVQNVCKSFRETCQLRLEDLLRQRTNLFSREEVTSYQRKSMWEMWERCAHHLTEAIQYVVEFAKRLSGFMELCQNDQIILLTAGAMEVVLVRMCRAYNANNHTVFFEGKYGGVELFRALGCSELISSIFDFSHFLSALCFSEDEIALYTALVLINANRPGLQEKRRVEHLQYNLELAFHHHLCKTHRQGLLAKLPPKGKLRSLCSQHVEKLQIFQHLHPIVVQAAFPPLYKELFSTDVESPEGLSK
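Luminescence from a UAS-regulated Photinus luciferase reporter in stably transfected Drosophila Schneider cells is measured; decreased signal marks ROR gamma inhibition. Fusion expression is induced by 700 uM copper sulfate for 20 hr.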
MBNL1-CUG inh – blocks human MBNL1 binding to CUG repeat RNA; Q9NR56; TR-FRET MBNL1-His/biotin-(CUG)12 binding, 665/545 ratio; Potency, µM (series often up to 57.5 µM), inactives show top-dose activity change, negative = inhibition, most hits filed as inhibitors; actives 0.036% (n = 280,000); active = well fitted inhibition curve with a large enough effect in the signal ratio, with a control signal flat, not every such curve was filed as active; inconclusive = small, poorly fitted or top-dose-only effect, or effect the other way, or a change in a side signal; inactive = no such curve, though single readings can be large or run the other way; the % refers to the signal ratio; note: % is set by controls: 0 for no effect and ±100 for the full control effect
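TR-FRET between His-tagged MBNL1 and biotin-(CUG)12 RNA, detected with Tb anti-His antibody (0.055 ng/ul) and streptavidin-XL665 (5 nM), 60 min at room temperature. Compounds titrated 92 nM to 58 uM; 665/545 nm ratio normalized to buffer and complex controls.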
Rab9 promoter act – Rab9 promoter activation | Huh7 Rab9 promoter-luciferase reporter, luminescence, 24 h | Potency, µM (titrated, usually from 9.22 µM), inactives show at the highest dose activation, negative = inhibition, hits mostly activators | actives 2.8% (n = 320,000) | AID 485297; note: % of control where 0% means no effect; nearly all actives have a fitted effect of over 60% in size
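Luciferase signal after 10 min detection reagent at ambient indicates Rab9 promoter upregulation; stably transfected Huh7 cells were treated 24 h with compound in DMSO at 37 °C, 5% CO2.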
VP16 counter – Gal4-VP16 reporter inhibition counter-screen; Drosophila S2 Gal4-VP16 UAS-luciferase, luminescence, 20 h; Potency, µM (series often up to 53.6 µM), inactives show at the highest dose activity, negative = inhibition, most hits filed as inhibitors; actives 3.5% (n = 310,000);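 note: Gal4-VP16 expression switched on by copper sulfate through the metallothionein promoter; % is set by controls: 0 for no effect and ±100 for the full control effect; nearly all actives have a fitted effect of over 50% in size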
NPC1 prom act – NPC1 promoter activation; Huh7 NPC1 promoter luciferase reporter, 24 h; Potency, µM (titrated, usually from 9.22 µM), for inactives: top-dose activation, most hits filed as activators; actives 2.4% (n = 320,000);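 note: % of control where 0% means no effect; nearly all actives have a fitted effect of over 60% in size; reporter is driven by a mutant NPC1 promoter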
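Luciferase expression driven by the NPC1 promoter was measured in stably transfected Huh7 cells after a 24 h compound incubation, using a luciferase reagent and a luminescence read.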
BRCA1 expr act – increases BRCA1 expression. MCF7-BRCA1-FFLuc reporter, luminescence, 48 h; response scale: scaled: vehicle 0%, 10 µM genistein 100%. Potency, µM (doses to about 46.1 µM), for the others: top-dose activation, actives largely listed as activators. actives 1.1% (n = 380,000); note: nearly all actives have a fitted effect of over 80% in size; some results filed as inactive show a strong effect at the top dose
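First, MCF7-BRCA1-FFLuc cells (2000/well) attach for 2 h; next, compounds are pin-added and incubated 48 h at 37 °C; finally, luciferase reagent is added and luminescence read after 15 min.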
FLuc modulator – counter-screen for miR-21 project: firefly luciferase inhibitors or activators; actives 6.9% (n = 360,000); P08659; Potency, µM (top dose mostly 57.5 µM), without a hit: at the top dose activity change, negative = inhibition, hits mostly inhibitors; purified FLuc, Km substrates, luminescence inhibition;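 note: plate controls were vehicle for no effect and reference inhibitor for full effect; nearly all actives have a fitted effect of over 55% in size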
Target sequence (P08659 whole entry, looked up): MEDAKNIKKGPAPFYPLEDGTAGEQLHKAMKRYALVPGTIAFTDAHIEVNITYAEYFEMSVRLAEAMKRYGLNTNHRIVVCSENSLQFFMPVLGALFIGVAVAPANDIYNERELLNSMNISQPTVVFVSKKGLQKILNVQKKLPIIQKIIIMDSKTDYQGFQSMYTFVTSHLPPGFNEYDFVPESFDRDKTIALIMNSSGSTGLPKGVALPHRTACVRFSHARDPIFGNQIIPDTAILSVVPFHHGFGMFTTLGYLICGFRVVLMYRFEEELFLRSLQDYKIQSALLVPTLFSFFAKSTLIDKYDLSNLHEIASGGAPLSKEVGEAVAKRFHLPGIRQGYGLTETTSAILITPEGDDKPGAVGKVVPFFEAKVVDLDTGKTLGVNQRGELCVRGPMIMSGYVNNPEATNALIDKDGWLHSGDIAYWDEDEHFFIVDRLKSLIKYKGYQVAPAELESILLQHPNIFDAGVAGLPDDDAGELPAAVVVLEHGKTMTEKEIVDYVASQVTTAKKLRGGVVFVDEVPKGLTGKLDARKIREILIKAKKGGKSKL
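Purified P. pyralis luciferase, 10 nM final, with Km-level 10 uM D-luciferin and 10 uM ATP in 50 mM Tris acetate pH 7.5, 10 mM Mg acetate, 0.01% Tween-20, 0.05% BSA; 6-point qHTS titration about 60 µM downward; luminescence read.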
Active calls of the source: *; ? = inconclusive; / = not tested or not shown; & = joins results of further samples; [ ] = remark or other dose. Unless noted, calls come from the whole dose curve; as a rule, active = well fitted curve in the direction sought with a large enough effect; inconclusive = small, poorly fitted or top-dose-only effect, or another doubt; inactive = no such curve, though single readings can be large; an effect the other way counts as inactive or inconclusive. Potency is the fitted concentration of half-maximal effect. An excerpt; count on the stated rates, not on these rows.

SMILES	p53 reactivator	uPA generation	ELG1 genotoxic	CXXC DNA block	RORgamma inh	MBNL1-CUG inh	Rab9 promoter act	VP16 counter	NPC1 prom act	BRCA1 expr act	FLuc modulator
COc1cc(/C=N/N=C2/C(=O)Nc3ccccc32)cc(OC)c1O	-19%	-7%	2%	64%[activator]	-13%	/	-1%	-11%	-1%	-60%	17µM*
OCCSc1nc2ccccc2n1CCOc1ccccc1	-2%	-7%	15%	11%	24%	0%	4%	14%	7%	0%	-1%
CCn1nc(NS(=O)(=O)c2ccc([N+](=O)[O-])cc2)c2cc3cccc(C)c3nc21	2%	7%	-2%	-11%	7%	6%	0%	-2%	-1%	-12%	-15%
O=C(Nc1ccc2c(c1)ncn2C1CCCCC1)c1ccco1	?	-4%	?	8%	12%	1%	3.5µM*	9%	?	13µM*	13µM*
O=[N+]([O-])c1cccc2c3c([nH]c12)CCCC3	-2%	17%	5%	3%	27%	20%	-2%	-7%	0%	-1%	-7%
CCN1C(N(C)CCc2cccs2)=N[C@@H](c2ccccc2)C(C(=O)OC)=C1C	12%	?	-4%	-6%&-1%	-12%&3%	?	-3%&1%	-5%&-2%	-6%&0%	-26%	-2%&-4%
Cc1cc(C)c(S(=O)(=O)N2CCCCC2)c(C)c1-n1ncnn1	-7%	4%	-4%	-5%	7%	0%	1%	25%	1%	15%	4%[2.3 µM]
Cc1cccc(C)c1N1C(=O)CC(N2CCSCC2)C1=O (configuration not stated)	4%	-2%	-1%	6%	3%	-16%	-3%	5%	0%	-11%	3%
CC(=O)Nc1ccc(S(=O)(=O)Nc2nc3ccccc3nc2Nc2ccc3ccccc3c2)cc1	29%	13%	-1%	-13%	?	2%	1%	-13%	-1%	53%	9.5µM*
O=C(Nc1nccs1)c1ccc([N+](=O)[O-])cc1Cl	/	-11%	0%	-5%	11µM*	?	21%	?	14%	58%	-3%
Cc1cccc(C)c1NC(=O)CNC(=O)c1ccccc1OCc1ccccc1	-9%	3%	-5%	/	/	/	1%	/	-1%	-20%	1%
Cc1[nH]n(-c2ccccc2)c(=O)c1/C=N\NC(=O)C1COc2ccccc2O1 (configuration not stated)	?	-12%	?	-8%	0.79µM*	-12%	?	1.1µM*	?	-57%	1.9µM*
O=C(CS(=O)(=O)c1ccccc1)c1ccc2c(c1)OCCO2	?	3%	?	1%	?	7%	2.8µM*	?	2.8µM*	-1%	6µM*
N#Cc1c(N)nc2c(c1-c1ccncc1)CCCC2	0%	-2%	-3%	11%	-1%	-7%	-8%	-3%	-3%	-42%	1%
Cc1cccc(NS(=O)(=O)c2ccc(C)c(C(=O)OCC(=O)Nc3cc(C)on3)c2)c1	5%	0%	-5%	-2%	?	-12%	0%	-2%	0%	-20%	3%
CC(C)(Oc1ccc(CCNC(=O)c2ccc(-c3ccccc3)o2)cc1)C(=O)O	-2%	4%	0%	-11%	33%	17%	-2%	-7%	0%	4%	?
O/N=C(/CCc1ccccc1)c1ccc2c(c1)OCCO2	?	-1%	21µM*	-2%	5%	1%	2.8µM*	-13%	4µM*	2.8µM*	13µM*
CC(=O)Nc1ccc(C(=O)COC(=O)c2nc3nc(C)cc(C)n3n2)cc1	4%	6%	1%	/	/	/	-2%	/	0%	-10%	-3%
NNC(=O)C1CC(O)CN1S(=O)(=O)c1ccc2ccccc2c1 (configuration not stated)	0%	-3%	-2%	/	/	/	-1%	/	0%	-22%	0%
CCn1cc(CCC(=O)NCc2ccccc2OC)c2ccccc21	-4%	9%	0%	13%	?	3%	-8%	-3%	-4%	5%	4%&-19%
Cc1ccsc1C(=O)N1CCCC(CO)(Cc2ccccc2)C1 (configuration not stated)	-1%	-6%	-2%	-3%	?	-3%	25%	-5%	18%	42%	1%
O=C(COC(=O)c1cncc(Br)c1)NC1CCCC1	-2%	3%	4%	-1%	15%	/	1%	4%	-5%	0%	0%
O=C(NC1CCCCC1)c1cc([N+](=O)[O-])[nH]n1	-2%	-1%	-3%	1%	-19%	?	2%	?	4%	2%	-9%
COc1ccc2nc(NC(=O)C3CCN(S(=O)(=O)c4cccc5nsnc45)CC3)sc2c1	-1%	-6%	-13%	7%	?	?	-7%	5%	-4%	-56%	-13%
O=C(c1ccco1)N1CCN(CC(=O)N2c3ccccc3CCc3ccccc32)CC1	-3%	-1%	0%	-9%	-8%	14%	-2%	-1%	-1%	-2%	0%

A stretch from further up, for reference:
SMILES	p53 reactivator	uPA generation	ELG1 genotoxic	CXXC DNA block	RORgamma inh	MBNL1-CUG inh	Rab9 promoter act	VP16 counter	NPC1 prom act	BRCA1 expr act	FLuc modulator
O=C(Nc1nccs1)c1ccc([N+](=O)[O-])cc1Cl	/	-11%	0%	-5%	11µM*	?	21%	?	14%	58%	-3%
Cc1cccc(C)c1NC(=O)CNC(=O)c1ccccc1OCc1ccccc1	-9%	3%	-5%	/	/	/	1%	/	-1%	-20%	1%
Cc1[nH]n(-c2ccccc2)c(=O)c1/C=N\NC(=O)C1COc2ccccc2O1 (configuration not stated)	?	-12%	?	-8%	0.79µM*	-12%	?	1.1µM*	?	-57%	1.9µM*
O=C(CS(=O)(=O)c1ccccc1)c1ccc2c(c1)OCCO2	?	3%	?	1%	?	7%	2.8µM*	?	2.8µM*	-1%	6µM*
N#Cc1c(N)nc2c(c1-c1ccncc1)CCCC2	0%	-2%	-3%	11%	-1%	-7%	-8%	-3%	-3%	-42%	1%
Cc1cccc(NS(=O)(=O)c2ccc(C)c(C(=O)OCC(=O)Nc3cc(C)on3)c2)c1	5%	0%	-5%	-2%	?	-12%	0%	-2%	0%	-20%	3%
CC(C)(Oc1ccc(CCNC(=O)c2ccc(-c3ccccc3)o2)cc1)C(=O)O	-2%	4%	0%	-11%	33%	17%	-2%	-7%	0%	4%	?

The list goes on.
SMILES	p53 reactivator	uPA generation	ELG1 genotoxic	CXXC DNA block	RORgamma inh	MBNL1-CUG inh	Rab9 promoter act	VP16 counter	NPC1 prom act	BRCA1 expr act	FLuc modulator
Cc1ccc(-n2c(-c3ccco3)nc3nc4ccccc4nc32)cc1F	2%	4%	0%	7%	-16%	2%	-8%	7%	1%	-6%	-1%
N#Cc1nc(-c2ccco2)oc1NCc1ccccc1Cl	1%	3%	0%	-7%	20%	5%	-1%	-15%	0%	-23%	-13%
Cc1cc(C(=O)COC(=O)c2ccccc2O)c(C)n1Cc1cccs1	-10%	/	-11%	6%	3.5µM*	4%	-40%[inhibitor]	7.1µM*	-23%	-92%	0.085µM*
CCCNC(=O)Cc1ncn[nH]1	-7%	-2%	2%	3%	1%	1%	3%	0%	2%	1%	6%
O=C(OCC(=O)N1CCN(c2ccccc2)CC1)c1ncc(Cl)c(Cl)c1Cl	4%	0%	0%	/	/	/	-2%	/	0%	-17%	0%
C/C(=N\Nc1nccnc1Cl)c1ccc(Br)cc1	?	-11%	7%	-8%	?	?	17%	?	?	11%	?
COc1cc(/C=N/N(C)C)ccc1OC(=O)c1cccs1	29%	-1%	8%	127%[activator]	34%	13%	10%	-22%	-6%	10%	27µM*
CN(C)S(=O)(=O)n1cnc([C@@H]2[C@H]3C(=O)OC[C@@H]3C[C@@]23N=CN(Cc2ccccc2)C3=O)c1	5%	12%	-1%	/	/	/	0%	/	3%	4%	0%
Cc1nc2c3ccccc3nc(NNC(=O)CCC(=O)NCCN3CCN(c4ccccc4)CC3)n2n1	23%	-7%	0%	2%	-17%	12%	5%	-5%	-1%	-37%	6%
CC(C)NC(=O)NC(=O)CSc1nnc(COc2ccccc2F)n1C(C)C1CC2CCC1C2 (configuration not stated)	-15%	/	-5%	?	?	-10%	-12%	?	0%	-71%	0%
O=C1C(Cl)=C(NC2CCCCC2)C(=O)N1c1ccc(Cl)cc1	?	-1%	?	10%	45%	25%[11.5 µM]	18%	3%	14%	11%	4.8µM*
Fc1ccc(Br)cc1C1C=C(c2cccnc2)Nc2ncnn21 (configuration not stated)	5%	?	4%	-5%	-1%	10%	4%	-2%	-7%	-45%	-2%
CCc1nnc(NC(=O)C2CCCO2)s1 (configuration not stated)	3%	5%	8%	3%	-5%	-7%	-3%	-10%	0%	28%	-4%
O=C(CN1CCc2[nH]c3ccccc3c2C1)N1CCCCC1	5%	9%	3%	0%	15%	6%	0%	-1%	2%	0%	5%
